High-throughput results: PubChem BioAssay, several laboratories
Bcl-B TR3 displacers = displacers of TR3 peptide from Bcl-B, primary screen, selectivity assay for Bfl-1 inhibitor project, biochemical, fluorescence polarization; FP displacement of FITC-TR3 peptide from Bcl-B; higher % means a stronger effect; displacement, % at 20 µM; hits with a dose series show IC50 in µM; 96,000 tested, 0.11% active; AID 748;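 active = displacement above 50% at 20 µM plus a fluorescence interference ratio under 1.5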;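 also: plate controls were wells without compound for no effect and wells lacking Bcl-B protein for full effect; a part of the inactive calls stands beside numbers as strong as those of hits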
PLAP inhibitors HTS = inhibition of human placental alkaline phosphatase – biochemical, luminescence, HTS (AID 690); 96,000 tested, 0.08% active; one-dose inhibition, % at 20 µM; IC50 in µM for titrated hits; purified PLAP, luminescent substrate; higher % means a stronger effect; in the data active = a potency from the dose series; inactive = the rest, 99 in 100 with inhibition below about 30%; also: strong numbers were not always called active
IL1B NFkB pot = enhances IL-1B driven NFkB nuclear translocation; 94,000 tested, 0.3% active; HUVEC IL-1B NFkB p65 nuclear translocation imaging; activation, % at 2 µM; AID 819;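 active = activation above 40%, about the mean plus 3 SD, also judged a hit on visual image review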;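 also: percent activation is computed from the nuclear over cytoplasmic p65 intensity ratio; values of inactives mirror those of a sister screen read the other way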
IL1B NFkB inh = blocks IL-1B driven NFkB nuclear translocation in HUVEC cells | HUVEC IL-1B NFkB p65 nuclear translocation imaging | inhibition, % at 2 µM | 94,000 tested, 0.43% active;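 active = inhibition above about 30% together with a positive call from visual inspection of the well image, limit read from the data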;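 also: nuclear over cytoplasmic p65 intensity ratio measured by imaging; 0% = IL-1B stimulated DMSO wells and 100% = unstimulated DMSO wells; values of inactives mirror those of a sister screen read the other way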
MRP resist rev = MRP-mediated drug resistance reversal. differential viability (reversal), % at 10 µM. 85,000 tested, 0.04% active. H69AR cells + 2 uM doxorubicin, CellTiter-Glo, 72 h. AID 602;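 active = viability drop by adding the cancer drug above about 55%, with treated viability meeting a 40% cutoff, limit read from the data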;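 also: viability without doxorubicin minus viability with 2 µM doxorubicin for each compound; larger differential means the compound sensitizes cells more to doxorubicin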
MRP resist rev cytotoxicity = second read-out of MRP resist rev, no call of its own (marks repeat the call); viability, %; H69AR cells, CellTiter-Glo, 72 h; measured here: cytotoxicity without doxorubicin
MRP resist rev with doxorubicin = recorded beside MRP resist rev, whose call it bears; viability, %; measured here: viability with 2 uM doxorubicin; active compounds read low
IL1B NFkB inh cell count 2 µM = also measured in IL1B NFkB inh; calls as there; cell count; measured here: cells passing quality filter;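 raw number of nuclei counted in each imaged well without normalization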
IL1B NFkB pot cell count 2 µM = also measured in IL1B NFkB pot; calls as there; cell count; measured here: cells passing quality filter
The depositor's hits bear a star; . = no result given.

SMILES	Bcl-B TR3 displacers	PLAP inhibitors HTS	IL1B NFkB pot	IL1B NFkB pot cell count 2 µM	IL1B NFkB inh	IL1B NFkB inh cell count 2 µM	MRP resist rev	MRP resist rev cytotoxicity	MRP resist rev with doxorubicin
O=C(Nc1ccc2c(c1)nc1n2CCN(Cc2ccccc2)C1)c1cccs1	2%	-46%	12	88	-12	88	-10	63	73
CCOC(=O)CC(=O)Nc1ccccc1C(=O)O	2%	4%	-4	127	4	127	.	.	.
CCOc1cccc(/C(O)=C2/C(=O)C(=O)N(CCOC)C2c2ccncc2)c1 (stereo unspecified)	4%	-10%	14	110	-14	110	-1	96	97
N#CC1=C(N)OC(c2ccccc2)=C(C#N)C1c1ccc2c(c1)OCO2 (stereo unspecified)	-9%	17%	20	148	-20	148	-3	98	101
CCOc1cc(S(=O)(=O)n2nc(C)cc2C)ccc1F	0%	-1%	14	162	-14	162	.	.	.
Cn1c(=O)oc2cc(S(=O)(=O)NC3CCN(Cc4ccccc4)CC3)ccc21	.	.	11	82	-11	82	10	90	79
COc1cc(/C=C2\SC(c3ccc(C)cc3)=NC2=O)cc(OC)c1OC	-45%	13%	19	121	-19	121	.	.	.
Cc1ccc(N2CS(=O)(=O)/C(=C/N(C)C)C2=O)cc1	-5%	-17%	-3	170	3	170	.	.	.
O=C(O)c1cc(S(=O)(=O)O)ccc1O	-4%	-8%	-8	187	8	187	.	.	.
Cc1ccccc1-c1ccc(Nc2ccc(N3CCOCC3)cc2)nn1	42%	-30%	-4	108	4	108	1	75	75
O=C(OCc1nnc(-c2ccc(Cl)cc2)o1)c1ccncc1	-18%	-7%	-10	121	10	121	-5	93	98
Cc1ccc(N2CC(C(=O)Nc3cccc(F)c3)CC2=O)cc1 (stereo unspecified)	-2%	11%	14	131	-14	131	7	100	93
COC(=O)COc1ccc(S(=O)(=O)NCCC2=CCCCC2)cc1Cl	-18%	-9%	5	147	-5	147	5	99	94
O=C(COC(=O)C12CC3CC(CC(C3)C1)C2)NC12CC3CC(CC(C3)C1)C2	-5%	-8%	3	154	-3	154	4	80	76
Cc1cccc(Sc2c(C=O)c3ccccc3n2C)c1	-3%	43%	8	153	-8	153	.	.	.
CCOC(=O)c1nnn(-c2nonc2N)c1-c1ccc(OC)cc1	0%	19%	22	70	-19	70	17	103	86
Cn1c(Cc2cccs2)nnc1SC/C=C/c1ccccc1	.	.	-8	71	8	71	11	95	84
COc1ccc(N(C)S(=O)(=O)c2cccc3cccnc23)c(OC)c1	-8%	6%	0	135	0	135	-24	17	41
COc1ccc(N=CC2=C(O)CC(C)(C)CC2=O)cc1	-6%	3%	11	114	-11	114	-21	74	95
O=C(c1ccc(F)cc1)C1CCN(C(=O)NC2CCCCC2)CC1	14%	2%	10	48	-10	48	2	85	83
Clc1ccc(CSc2ncn[nH]2)cc1	-4%	-70%	15	194	-15	194	-2	100	102
O=C(Nc1cccc(-c2cn3ccccc3n2)c1)c1cc2ccccc2oc1=O	46%	-30%	9	128	-9	128	.	.	.
COc1cccc(OCC(=O)Nc2ccccc2NC(C)=O)c1	0%	-5%	-1	102	1	102	.	.	.
CCOC(=O)N1CCN(S(=O)(=O)c2ccc(F)cc2)CC1	2%	0%	26	177	-26	177	12	104	92
Cc1cccc(CCNC(=O)C2CCN(S(=O)(=O)c3cccc4nsnc34)CC2)c1	3%	10%	8	191	-8	191	16	101	85

Taken from above.
`Cn1c(=O)oc2cc(S(=O)(=O)NC3CCN(Cc4ccccc4)CC3)ccc21` | MRP resist rev cytotoxicity = 90
`COc1cc(/C=C2\SC(c3ccc(C)cc3)=NC2=O)cc(OC)c1OC` | IL1B NFkB inh = -19
`COc1ccc(N=CC2=C(O)CC(C)(C)CC2=O)cc1` | PLAP inhibitors HTS = 3%
`COc1ccc(N(C)S(=O)(=O)c2cccc3cccnc23)c(OC)c1` | IL1B NFkB inh = 0
`COc1cccc(OCC(=O)Nc2ccccc2NC(C)=O)c1` | IL1B NFkB pot = -1
`CCOc1cc(S(=O)(=O)n2nc(C)cc2C)ccc1F` | IL1B NFkB pot cell count 2 µM = 162
`Cc1ccc(N2CS(=O)(=O)/C(=C/N(C)C)C2=O)cc1` | IL1B NFkB pot = -3

Structural class: those above containing fluorine.
SMILES	Bcl-B TR3 displacers	PLAP inhibitors HTS	IL1B NFkB pot	IL1B NFkB pot cell count 2 µM	IL1B NFkB inh	IL1B NFkB inh cell count 2 µM	MRP resist rev	MRP resist rev cytotoxicity	MRP resist rev with doxorubicin
CCOc1cc(S(=O)(=O)n2nc(C)cc2C)ccc1F	0%	-1%	14	162	-14	162	.	.	.
Cc1ccc(N2CC(C(=O)Nc3cccc(F)c3)CC2=O)cc1 (stereo unspecified)	-2%	11%	14	131	-14	131	7	100	93
O=C(c1ccc(F)cc1)C1CCN(C(=O)NC2CCCCC2)CC1	14%	2%	10	48	-10	48	2	85	83
CCOC(=O)N1CCN(S(=O)(=O)c2ccc(F)cc2)CC1	2%	0%	26	177	-26	177	12	104	92

(continued)
SMILES	Bcl-B TR3 displacers	PLAP inhibitors HTS	IL1B NFkB pot	IL1B NFkB pot cell count 2 µM	IL1B NFkB inh	IL1B NFkB inh cell count 2 µM	MRP resist rev	MRP resist rev cytotoxicity	MRP resist rev with doxorubicin
COc1ccccc1CNC(=O)CCNC(=O)Cn1ccc2ccccc2c1=O	-1%	-1%	14	119	-14	119	.	.	.
NCc1cccc(-n2cccn2)c1	-8%	-6%	7	65	-7	65	-11	61	72
CC(C)c1cc(Br)ccc1OCCCN1C(=O)NC(C)(C)C1=O	-3%	-62%	11	139	-11	139	13	105	91
CCN(C1CCCCC1)S(=O)(=O)c1ccc(S(=O)(=O)N(CC(=O)Nc2ccccc2)C2CC2)cc1	0%	40%	-2	109	2	109	-1	58	59
CCOc1cnc(-c2ccc(OC)cc2)o1	12%	-4%	4	186	-4	186	.	.	.
S=c1sc2c(N3CCN(Cc4ccccc4)CC3)ncnc2n1-c1ccccc1	1%	-17%	18	154	-18	154	-7	93	101
COC(=O)CSc1ncc(C#N)c(N)n1	-10%	-10%	.	.	.	.	-8	77	85
CCC(c1nnnn1C(C)C)N1CCN(C2CCCC2)CC1 (stereo unspecified)	10%	-1%	-1	139	1	139	-9	88	97
CCc1nc(N2CCC(C)CC2)c2oc3ccccc3c2n1	-2%	-34%	14	149	-14	149	-38	45	83
CC(CP(=O)(O)O)NC(=O)Cc1ccccc1 (stereo unspecified)	-5%	-2%	10	204	-10	204	8	104	96
Cn1c(CCCNC(=O)c2cccs2)nc2ccccc21	-5%	4%	4	133	-4	133	-6	86	92
CCN(C(=O)c1ccc2c(OC)n(CC)nc2c1)c1ccc(OC)cc1	2%	4%	3	122	-3	122	.	.	.
CC(C)(C)NC(=O)c1cnn2c1NC(c1ccc(F)cc1)CC2C(F)(F)F (stereo unspecified)	7%	-12%	21	199	-21	199	1	67	67
CC(C)CNC(=O)COC(=O)CCC(=O)c1ccc(F)cc1	-10%	-18%	-10	137	10	137	.	.	.
O=C(Nc1ccc(S(=O)(=O)Nc2cnc3ccccc3n2)cc1)c1ccc(Br)o1	0%	-20%	10	105	-10	105	10	99	89
CC1CN(C2CCN(S(=O)(=O)Cc3ccccc3)CC2)CC(C)O1 (stereo unspecified)	11%	18%	.	.	.	.	10	100	90
Cc1cc(Cl)ccc1OC(C)C(=O)Nc1ccccc1N1CCOCC1 (stereo unspecified)	-3%	-29%	9	189	-9	189	5	75	70
O=C(C1CCN(C2CC(=O)N(c3cccc(Cl)c3)C2=O)CC1)N1CCCC1 (stereo unspecified)	-7%	-44%	-3	172	3	172	-12	95	107
COc1ccc(C(=O)N2CCCCC2)cc1S(=O)(=O)Nc1cccc(C(=O)O)c1	.	.	3	102	-3	102	-14	95	108
COCCN1Cc2cccc(C(=O)NCc3ccccc3OC)c2C1=O	2%	14%	.	.	.	.	15	90	76
Cc1ccnc(N2CCC(C(=O)NC3CCCCCC3)CC2)n1	-6%	-11%	-8	125	8	125	-3	78	80
N=c1c(C(=O)NCc2ccco2)cc2c(=O)n3ccccc3nc2n1Cc1ccccc1	3%	-43%	.	.	.	.	-10	46	56
O=C(NC12CC3CC(CC(C3)C1)C2)c1ccc(=O)oc1	2%	-6%	15	121	-15	121	-1	75	76
Cc1cccc(NC(=O)COc2ccc(Br)cc2C)n1	-7%	-30%	0	145	0	145	-1	97	98
Cc1cccn2c(=O)c3cc(C(=O)N(C)C)n(C)c3nc12	55%	1%	3	83	-4	83	-1	87	88
COc1cc(/C=C2\C(=O)ON=C2c2ccccc2)cc(OC)c1OC	15%	-3%	-6	112	6	112	.	.	.
Cc1cc(F)c(F)c(C(=O)N2CCOCC2)c1Cl	.	.	25	130	-25	130	-21	100	121
Cc1ccc(Sc2c(C)nn(C(=O)c3cccc(S(=O)(=O)N4CCOCC4)c3)c2C)cc1	-6%	-90%	12	164	-12	164	-1	99	100
Cc1cc(C)n(-c2nc3c(c(=O)[nH]c(=O)n3C)n2CC(O)COc2ccc(Cl)cc2Cl)n1 (stereo unspecified)	.	.	0	144	0	144	-17	13	30

Shown with each value named: entries from further up
COc1ccc(C(=O)N2CCCCC2)cc1S(=O)(=O)Nc1cccc(C(=O)O)c1
  Bcl-B TR3 displacers = .
  PLAP inhibitors HTS = .
  IL1B NFkB pot = 3
  IL1B NFkB pot cell count 2 µM = 102
  IL1B NFkB inh = -3
  IL1B NFkB inh cell count 2 µM = 102
  MRP resist rev = -14
  MRP resist rev cytotoxicity = 95
  MRP resist rev with doxorubicin = 108

COCCN1Cc2cccc(C(=O)NCc3ccccc3OC)c2C1=O
  Bcl-B TR3 displacers = 2%
  PLAP inhibitors HTS = 14%
  IL1B NFkB pot = .
  IL1B NFkB pot cell count 2 µM = .
  IL1B NFkB inh = .
  IL1B NFkB inh cell count 2 µM = .
  MRP resist rev = 15
  MRP resist rev cytotoxicity = 90
  MRP resist rev with doxorubicin = 76

Cc1ccnc(N2CCC(C(=O)NC3CCCCCC3)CC2)n1
  Bcl-B TR3 displacers = -6%
  PLAP inhibitors HTS = -11%
  IL1B NFkB pot = -8
  IL1B NFkB pot cell count 2 µM = 125
  IL1B NFkB inh = 8
  IL1B NFkB inh cell count 2 µM = 125
  MRP resist rev = -3
  MRP resist rev cytotoxicity = 78
  MRP resist rev with doxorubicin = 80

Only part of the results is shown; count on the stated rates, not on these rows.
